Screening results from PubChem BioAssay.
POLK inh: DNA polymerase kappa (human) inhibition. Q9UBT6. purified Pol kappa, fluorescent DNA synthesis assay, 10 min. Potency, µM (series often up to 107 µM), without a hit: at the top dose activity, negative = inhibition, hits mostly inhibitors. actives 0.53% (n = 400,000). AID 588579; further: potency means the concentration at half of the fitted maximal effect; on the % scale 0 is the no-effect control and ±100 the full control effect
Target sequence (Q9UBT6 whole entry, looked up): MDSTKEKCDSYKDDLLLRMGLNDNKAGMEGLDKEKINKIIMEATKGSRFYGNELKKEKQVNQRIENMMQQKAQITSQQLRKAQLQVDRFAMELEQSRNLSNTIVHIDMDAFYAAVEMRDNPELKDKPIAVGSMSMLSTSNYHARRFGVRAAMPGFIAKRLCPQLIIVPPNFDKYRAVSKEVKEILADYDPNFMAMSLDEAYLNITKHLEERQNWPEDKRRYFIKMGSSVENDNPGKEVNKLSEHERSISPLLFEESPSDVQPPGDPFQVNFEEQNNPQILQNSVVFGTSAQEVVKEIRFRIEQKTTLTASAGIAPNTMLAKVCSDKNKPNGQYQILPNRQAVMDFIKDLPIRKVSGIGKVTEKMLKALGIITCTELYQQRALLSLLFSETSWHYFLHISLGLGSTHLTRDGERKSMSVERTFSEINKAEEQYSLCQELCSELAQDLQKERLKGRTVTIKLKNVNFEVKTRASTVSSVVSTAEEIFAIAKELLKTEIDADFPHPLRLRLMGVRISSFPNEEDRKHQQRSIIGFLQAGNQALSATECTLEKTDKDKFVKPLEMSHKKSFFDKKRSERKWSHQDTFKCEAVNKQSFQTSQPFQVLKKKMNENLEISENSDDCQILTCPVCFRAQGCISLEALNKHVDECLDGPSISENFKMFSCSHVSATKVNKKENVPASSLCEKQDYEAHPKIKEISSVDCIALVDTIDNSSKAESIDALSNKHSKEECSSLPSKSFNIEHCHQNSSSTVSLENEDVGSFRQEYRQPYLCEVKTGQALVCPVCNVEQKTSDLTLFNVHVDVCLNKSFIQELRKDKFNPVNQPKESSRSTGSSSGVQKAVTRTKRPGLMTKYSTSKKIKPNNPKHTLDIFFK
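Here, compound and 10 nM enzyme are combined for 15 min at room temperature; adding 50 nM substrate (final) starts DNA synthesis, tracked by fluorescence at 0 and 10 min against buffer-only wells.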
Pol beta inh: inhibitors of human DNA polymerase beta; P06746; Pol beta primer extension/strand displacement, fluorescence kinetic; Potency, µM (highest dose often 114 µM), for the others: at the top dose activity change, negative = inhibition, usual class: inhibitors; actives 1.3% (n = 340,000); further: potency means the concentration at half of the fitted maximal effect; on the % scale 0 is the no-effect control and ±100 the full control effect
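Reaction started by 50 nM substrate onto compound-treated Pol beta (10 nM, 15 min preincubation, room temperature); plates read at 0 min and 10 min. Normalized concentration-effect data fitted by four-parameter Hill equation.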
APE1 inh: inhibitors of human APE1 endonuclease; P27695; recombinant APE1, TAMRA/BHQ-2 abasic DNA cleavage fluorescence; Potency, µM (highest dose often 65.8 µM), without a hit: top-dose activity change, negative = inhibition, usual class: inhibitors; actives 0.35% (n = 350,000);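 further: potency means the concentration at half of the fitted maximal effect; plate controls were vehicle for no effect and reference inhibitor for full effect; nearly all actives have a fitted effect of over 55% in size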
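Measures dequenching upon AP-site incision of a 5'-TAMRA/3'-BHQ-2 THF-containing duplex, 50 nM; human APE1 0.75 nM after 15 min room-temperature exposure to compound; kinetic three-point read at one-minute spacing.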
Glioma ERSR ind: induces the endoplasmic reticulum stress response in human glioma cells; U87-MG GRP78 promoter luciferase reporter, 16 h; Potency, µM, without a hit: top-dose activation, most hits filed as activators; actives 0.02% (n = 420,000); AID 602332; further: potency means the concentration at half of the fitted maximal effect; series mostly up to about 76 µM; % of control where 0% means no effect; nearly all actives have a fitted effect of over 35% in size
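Stably transfected U87-MG glioma cells carrying a GRP78-based luciferase sensor; 16 h compound incubation. Luminescence end-point read 10 min after Bright-Glo addition at room temperature.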
BLM helicase inh: Bloom syndrome helicase (human) inhibition | P54132 | recombinant BLM DNA unwinding, fluorescence dequenching | Potency, µM (highest dose often 56.1 µM), for inactives: top-dose activity change, negative = inhibition, hits mostly inhibitors | actives 0.2% (n = 350,000);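 further: potency means the concentration at half of the fitted maximal effect; plate controls were vehicle for no effect and no enzyme for full effect; nearly all actives have a fitted effect of over 35% in size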
Apoferritin bind: binds horse apoferritin like a general anesthetic; P02791; apoferritin/1-aminoanthracene competitive binding, fluorescence; Potency, µM (highest dose often 77.5 µM), without a hit: at the highest dose activity change, negative = displacement, usual class: inhibitors; actives 0.074% (n = 350,000); further: potency means the concentration at half of the fitted maximal effect; on the % scale 0 is the no-effect control and ±100 the full control effect; nearly all actives have a fitted effect of over 20% in size
Target sequence (P02791 2-175 limits assumed): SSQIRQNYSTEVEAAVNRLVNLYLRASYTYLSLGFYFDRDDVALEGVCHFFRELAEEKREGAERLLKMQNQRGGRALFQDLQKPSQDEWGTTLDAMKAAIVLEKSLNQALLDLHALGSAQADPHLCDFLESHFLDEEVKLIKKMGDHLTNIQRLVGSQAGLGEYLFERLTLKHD
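Horse-spleen apoferritin (10 uM) was mixed with 50% saturated 1-aminoanthracene in PBS, exposed to compounds for 10 min at room temperature, and read for fluorescence (ex 380 nm, em 535 nm). Competitive displacement was fitted with a four-parameter Hill equation.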
Pol eta inh: DNA polymerase eta (human) inhibition | actives 1.2% (n = 390,000) | Potency, µM (doses to about 114 µM), without a hit: at the highest dose activity change, negative = inhibition, most hits filed as inhibitors | recombinant Pol eta, fluorescent DNA replication assay | Q9Y253; further: potency means the concentration at half of the fitted maximal effect; on the % scale 0 is the no-effect control and ±100 the full control effect
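Pol eta at 10 nM preincubated with compounds 15 min at room temperature; reaction started with fluorescent substrate (50 nM final) and read kinetically at 0 and 10 min.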
Pol iota inh: inhibitors of human DNA polymerase iota | Q9UNA4 | Pol iota fluorescent replication assay, 10 min | Potency, µM (series often up to 115 µM), without a hit: at the top dose activity, negative = inhibition, hits mostly inhibitors | actives 1% (n = 390,000); further: potency means the concentration at half of the fitted maximal effect
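Fluorescent replication assay read twice, at 0 min and 10 min after adding 50 nM (final) substrate. Enzyme (10 nM) and compounds were first incubated 15 min at room temperature; enzyme-free buffer wells were negative controls.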
LDHA inh: inhibitors of human lactate dehydrogenase A. purified LDHA, NADH/diaphorase-resazurin fluorescence; active compounds read low. activity change, % (values are at about 110 or 230 µM). actives 0.15% (n = 480,000). P00338. AID 1347041; in the data active means activity change below about -30%; inconclusive means mostly about -25% to -30%;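 further: plate controls were DMSO wells for no effect and wells without enzyme for full effect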
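Enzyme activity of human lactate dehydrogenase 5 (2 nM; 0.06 mM NADH, 0.2 mM pyruvate, 5 min, RT) is measured via a resazurin/diaphorase fluorescence readout of residual NADH.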
Numbers without * were called inactive; ? = inconclusive; · = not tested or not shown; & = joins results of further samples; [ ] = remark or other dose. Unless noted, the call rests on the fitted dose curve; in most records, active means well fitted curve in the direction sought with a large enough effect; inconclusive means small, poorly fitted or top-dose-only effect, or another doubt; inactive means no such curve, though single readings can be large; an effect the other way counts as inactive or inconclusive.

Results follow in this order: POLK inh | Pol beta inh | APE1 inh | Glioma ERSR ind | BLM helicase inh | Apoferritin bind | Pol eta inh | Pol iota inh | LDHA inh
- CCN(C(=O)c1cnc(N2CCN(c3ncccn3)CC2)c2ccccc12)c1cccc(Cl)c1
 : -6% | 6% | -8% | -13% | -8% | 81%[activator] | -20% | -1% | -1
- O=C(O)CC(Cc1ccccc1)C(=O)Nc1ccc([N+](=O)[O-])cc1 (stereo unspecified)
 : 5% | 2% | 4% | 0% | -1% | -10% | -2% | 11% | -2
- O=C1CC(Sc2ncccn2)C(=O)N1c1ccccc1C(F)(F)F (stereo unspecified)
 : 2% | 37% | 7% | -1% | -2% | -2% | 1% | 2% | -2
- COc1ccccc1N1CCN(C(c2cc3ccc(C)cc3[nH]c2=O)c2nnnn2C2CCCC2)CC1 (stereo unspecified)
 : -14% | -3% | -2% | -1% | -6% | ? | -4% | 1% | 2
- Cc1ccc(S(=O)(=O)N2CCN(C(=O)c3ccco3)CC2)cc1C
 : 16% | 3% | 28% | -5% | -3% | -8% | -7% | -1% | -1
- O=S(=O)(N/N=C/c1ccccc1OCc1ccc(Cl)cc1)c1ccccc1
 : -22% | 21% | -5% | 2% | -12% | ? | -19% | 9% | -2
- O=[N+]([O-])c1cc(S(=O)(=O)Nc2ccc(Cl)cc2)ccc1N/N=C/c1ccncc1
 : -5% | 10% | -1% | -5% | -2% | -13% | 3% | -8% | -7
- CCc1ccccc1NC(=O)CCC(=O)OCC(=O)c1ccc(-c2ccccc2)cc1
 : -36% | 1% | 0% | -4% | 1% | 3% | -6% | ? | -6
- Cc1ccc(-c2nnc(-c3ccc(Br)cc3)o2)o1
 : -3% | -21% | 4% | 4% | -2% | 4% | -7% | -5% | -2
- N#Cc1ccc(C2=CC(=O)C[C@H](c3ccc(F)cc3)C2)cc1
 : -6% | · | -10% | -2% | · | · | -24% | -11% | -6
- CCc1cccc(C)c1NC(=O)CCn1nc(C)c2c(C)n(-c3ccccc3)nc2c1=O
 : -8% | ? | · | -4% | -4% | -11% | -3% | ? | -10
- CC(C)[C@H](NC(=O)N1CC(=O)Nc2ccccc21)C(=O)Nc1nccs1
 : -8% | 43% | 11% | -1% | -3% | 0% | 0% | -3% | -6
- CN1CCN(c2ccc(NC(=O)c3ccc(C#N)cc3F)cc2Cl)CC1
 : 6% | 46% | 12% | 0% | 1% | -8% | -8% | 3% | -12
- COc1ccccc1CNC(=O)CN1C(=O)CSc2c1c(C)nn2-c1ccccc1
 : -13% | -4% | · | -2% | 4% | -8% | -17% | 36%[activator] | -6
- Nc1nc(=O)n(C2CCCO2)cc1Br (stereo unspecified)
 : -6% | · | · | -1% | · | · | -14% | 14% | -4
- CCCCOC(=O)CCn1[nH]c(=O)c2ccccc2c1=O
 : -9% | 4% | 4% | -3% | 2% | -5% | -11% | 0% | -10
- CCCC(=O)c1cc2c(cc1NC(=O)CC)OCCO2
 : 3%[60.1 µM] | 21% | 0% | -3% | -3% | -6% | 9% | -2% | -1
- COc1ccc(C(C)NCCC(c2ccc(OC(C)C)cc2)c2ccccc2OC)cc1 (stereo unspecified)
 : 0% | -11% | 9% | -14% | -1% | -6% | ? | 26% | 0
- O=S(=O)(c1ccc(F)cc1)N1CCN(CCOc2ccccc2)CC1
 : -13% | · | 21% | -3% | · | · | -24% | -10% | 3
- CCCCS(=O)CC(COc1ccc(Cl)cc1)OC(=O)c1ccccc1 (stereo unspecified)
 : -9% | -13% | 2% | -3% | -16% | -9% | ? | -8% | 0

Record cards (already shown):
Entry for CCCCOC(=O)CCn1[nH]c(=O)c2ccccc2c1=O → POLK inh = -9%; Pol beta inh = 4%; APE1 inh = 4%; Glioma ERSR ind = -3%; BLM helicase inh = 2%; Apoferritin bind = -5%; Pol eta inh = -11%; Pol iota inh = 0%; LDHA inh = -10
Entry for O=S(=O)(c1ccc(F)cc1)N1CCN(CCOc2ccccc2)CC1 → POLK inh = -13%; Pol beta inh = ·; APE1 inh = 21%; Glioma ERSR ind = -3%; BLM helicase inh = ·; Apoferritin bind = ·; Pol eta inh = -24%; Pol iota inh = -10%; LDHA inh = 3

(list continues)
Results follow in this order: POLK inh | Pol beta inh | APE1 inh | Glioma ERSR ind | BLM helicase inh | Apoferritin bind | Pol eta inh | Pol iota inh | LDHA inh
- NC(=O)c1nsc(C(=O)N(Cc2ccco2)C(C(=O)NC2CCCC2)c2ccc(O)cc2)c1N (stereo unspecified)
 : 3% | 0% | 79%[activator] | -5% | -2% | -2% | -14% | 145%[activator] | -3
- COC(=O)c1cc(OC)c(OC)cc1NC(=O)c1ccc(C)cc1
 : -3% | 23% | 4% | 0% | -1% | -5% | 3% | -2% | -3
- Cc1csc2nc(-c3cccc(NS(C)(=O)=O)c3)cn12
 : -11%[60.1 µM] | 9% | · | -1% | 1% | -1% | -4% | -8% | 0
- COc1ccc(C(CNC(=O)Cc2ccccc2F)N2CCCCC2)cc1 (stereo unspecified)
 : 0% | 4% | 1% | 12% | 3% | -6% | ? | 100%[activator] | -5
- COc1ccc(C2C(C#N)=C(SC)NC3=C2C(=O)CC(C)(C)C3)cc1 (stereo unspecified)
 : -11% | 21% | -5% | -5% | -9% | -5% | -5% | 22% | -1&-22
- Cc1ccc(CSc2ncc(Cl)c(C(=O)NCCc3ccc(S(N)(=O)=O)cc3)n2)cc1
 : -18% | ? | · | -3% | -11% | ? | ? | -7% | -18
- COc1ccccc1CNC(=O)CCCN1C(=O)COc2ccc(C)cc21
 : 0% | 45% | 16% | -3% | -3% | -14% | -15% | 7%[58.9 µM] | -2
- CCOc1ccccc1C1CC(=O)NC(SCC(=O)Nc2nccs2)=C1C#N (stereo unspecified)
 : -8% | -19% | 1% | -5% | -4% | -13% | -13% | 7% | -5
- O=C(Nc1cccc(Cl)c1Cl)C1CCN(C(=O)c2cccs2)CC1
 : 5% | 35% | 6% | -3% | 0% | -10% | -20% | 22% | -2
- O=C(/C=C/c1ccc(S(=O)(=O)N2CCOCC2)cc1)NCc1ccccc1
 : 14% | 3%[57.1 µM] | 14% | -3% | -4% | 2% | -7% | -7% | -1
- O=C1C2C3C=CC([C@@H]2C(=O)N1C1CC1)[C@H]1C(=O)N(C2CC2)C(=O)C31 (stereo partly specified)
 : -2% | ? | ? | -4% | 0% | -4% | 8% | ? | -4
- CCN(CC)C(=O)Cn1c(=O)nc(-c2ccccc2F)c2cc(Cl)ccc21
 : 1%[60.1 µM] | 3% | · | 0% | 2% | 188%[activator] | -3% | -2% | -9
- CC(C(=O)NCc1ccco1)n1ccc2cc(S(=O)(=O)N3CCCC3)ccc21 (stereo unspecified)
 : 4% | 0% | 61%[activator] | -6% | -1% | -21% | -4% | 33%[activator] | 1
- CCCCc1nc2cc(C(=O)N3CCCCC3CC(=O)OCC)ccc2o1 (stereo unspecified)
 : -10% | 15% | 15% | -2% | -4% | -13% | -24% | 105%[activator] | -5
- Cc1nc2sc(C(c3ccc(Br)cc3)N3CC(C)OC(C)C3)c(O)n2n1 (stereo unspecified)
 : -25% | -11% | 3% | 7% | -2% | 1% | 0% | -2% | -1
- Cc1ccc(NC2=CC(=O)CC(C)(C)C2)cc1C
 : 0% | 13% | -1% | -3% | 1% | -21% | -17% | 10% | 3
- COc1ccc(Cl)cc1NC(=O)CSc1nc(C)cc(C)n1
 : -17% | 8% | 9% | -4% | -11% | -2% | -20% | 15% | -7
- O=C(NNC(=O)c1ccccc1Cl)c1ccc2c(=O)n3c(nc2c1)CCC3
 : -3% | · | 18% | -1% | · | · | -23% | 56%[activator] | -8
- CCSc1nnc(NC(=O)CSc2nnc(-c3c[nH]c4ccccc34)n2CC)s1
 : -1% | -2% | -7% | -4% | 3% | -16% | -6% | 4% | -1
- NS(=O)(=O)c1ccc(CNC(=S)NC2CCCC2)cc1
 : -1% | 22% | 18% | -5% | -7% | -6% | -6% | 51%[activator] | -4
- CC(C)NC(=O)c1ccccc1NC(=O)/C=C/c1cccc([N+](=O)[O-])c1
 : -12% | -17% | 2% | -5% | -3% | -14% | -2% | 8% | -4

Structures shown so far with a furan ring, fused or not, in the order listed:
Results follow in this order: POLK inh | Pol beta inh | APE1 inh | Glioma ERSR ind | BLM helicase inh | Apoferritin bind | Pol eta inh | Pol iota inh | LDHA inh
- Cc1ccc(S(=O)(=O)N2CCN(C(=O)c3ccco3)CC2)cc1C
 : 16% | 3% | 28% | -5% | -3% | -8% | -7% | -1% | -1
- Cc1ccc(-c2nnc(-c3ccc(Br)cc3)o2)o1
 : -3% | -21% | 4% | 4% | -2% | 4% | -7% | -5% | -2
- NC(=O)c1nsc(C(=O)N(Cc2ccco2)C(C(=O)NC2CCCC2)c2ccc(O)cc2)c1N (stereo unspecified)
 : 3% | 0% | 79%[activator] | -5% | -2% | -2% | -14% | 145%[activator] | -3
- CC(C(=O)NCc1ccco1)n1ccc2cc(S(=O)(=O)N3CCCC3)ccc21 (stereo unspecified)
 : 4% | 0% | 61%[activator] | -6% | -1% | -21% | -4% | 33%[activator] | 1

Not all compounds are listed; rates above refer to the full screens.
